KAT2A inh: qHTS Assay for Inhibitors of GCN5L2 | Potency, µM (highest dose often 58.9 µM), without a hit: at the top dose activity change, negative = inhibition, most hits filed as inhibitors | Histone acetyltransferase KAT2A (Homo sapiens), Q92830 | GCN5L2 HAT assay, ThioGlo1 CoA-SH fluorescence | 0.21% of 390,000 active | AID 504327, 2011
Target sequence (Q92830 whole entry, looked up): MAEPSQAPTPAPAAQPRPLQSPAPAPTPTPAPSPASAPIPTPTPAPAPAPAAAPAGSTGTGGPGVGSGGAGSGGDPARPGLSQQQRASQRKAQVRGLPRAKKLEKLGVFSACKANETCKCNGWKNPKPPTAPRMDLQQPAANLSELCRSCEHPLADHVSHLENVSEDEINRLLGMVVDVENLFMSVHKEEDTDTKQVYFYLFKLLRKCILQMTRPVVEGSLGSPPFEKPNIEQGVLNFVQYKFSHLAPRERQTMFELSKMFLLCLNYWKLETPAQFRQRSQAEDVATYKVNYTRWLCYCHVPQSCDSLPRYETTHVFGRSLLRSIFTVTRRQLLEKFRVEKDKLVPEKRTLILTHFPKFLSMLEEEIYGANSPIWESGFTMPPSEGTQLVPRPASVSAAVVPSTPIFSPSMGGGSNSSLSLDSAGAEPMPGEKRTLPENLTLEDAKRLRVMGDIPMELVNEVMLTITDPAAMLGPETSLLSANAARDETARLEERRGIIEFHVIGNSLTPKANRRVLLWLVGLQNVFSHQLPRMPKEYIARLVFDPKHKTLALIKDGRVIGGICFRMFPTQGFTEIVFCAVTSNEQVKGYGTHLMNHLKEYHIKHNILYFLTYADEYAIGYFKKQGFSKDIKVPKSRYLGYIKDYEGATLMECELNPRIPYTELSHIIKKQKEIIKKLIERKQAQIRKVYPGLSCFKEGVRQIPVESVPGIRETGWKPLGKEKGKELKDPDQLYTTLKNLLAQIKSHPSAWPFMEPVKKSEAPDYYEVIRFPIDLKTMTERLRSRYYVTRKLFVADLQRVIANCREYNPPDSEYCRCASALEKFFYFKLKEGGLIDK
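Titration-based screen in which CoA formation is detected via maleimide probe ThioGlo1 (50uM) turning fluorescent on thiol reaction; substrates H3(1-25) 75uM and acetyl-CoA 70uM, GCN5L2 20nM, 20 min incubation at room temperature.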
N370S GC: qHTS Assay for Inhibitors and Activators of N370S glucocerebrosidase as a Potential Chaperone Treatment of Gaucher Disease | N370S GC spleen homogenate, 4MU-glucoside fluorescence | Potency, µM (doses to about 59.4 µM), for inactives: top-dose activity change, negative = inhibition, actives largely listed as inhibitors | 0.092% of 330,000 active | AID 2101, 2009;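 also: 0% = full enzyme activity and -100% = no enzyme basal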
FEN1 inh: qHTS Assay for the Inhibitors of Human Flap endonuclease 1 (FEN1) | P39748 | Recombinant FEN1 flap cleavage, fluorescence, 15 min | Potency, µM (top dose mostly 114 µM), without a hit: top-dose activity change, negative = inhibition, actives largely listed as inhibitors | 0.35% of 390,000 active | AID 588795, 2011; also: nearly all actives have a fitted effect of over 65% in size
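Read-out was taken twice, immediately and after 15 min, following addition of 50 nM substrate to 10 nM FEN1 that had sat with test compound for 15 min at room temperature. Curves came from a four-parameter Hill model.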
The depositor's hits bear a star; ? = inconclusive; nt = no result given; & = joins results of further samples; [ ] = another dose, or the depositor's remark. Calls follow the shape of the dose curve; as a rule, active = well fitted curve in the direction sought with a large enough effect; inconclusive = small, poorly fitted or top-dose-only effect, or another doubt; inactive = no such curve, though single readings can be large; an effect the other way counts as inactive or inconclusive. Unless noted, % is scaled to controls: 0 for no effect and ±100 for the full control effect; potency is read from the fitted curve at half-maximal effect. These rows are one share of the data, so the mix of outcomes need not match the whole.

SMILES	KAT2A inh	N370S GC	FEN1 inh
COc1ccc(C(CC(=O)O)NC(=O)c2cc3cc(Br)ccc3oc2=O)cc1OC (stereo not given)	-13%	-26%	8%
Cc1cccc(C)c1NS(=O)(=O)c1cc2c3c(c1)CC(=O)N3CCC2	-5%	13%	-1%
CCOc1ncccc1C(=O)Nc1cccc(S(=O)(=O)NC2=NCCC2)c1	-5%	nt	16%
COCC(C)n1c(SCC(=O)N(C)C2CCS(=O)(=O)C2)nc2ccccc2c1=O (stereo not given)	-3%	-3%	0%
Cc1ccc(-n2ncc3c(Nc4ccc5c(c4)OCCO5)ncnc32)cc1C	-6%	nt	0%
CCCCCCCCCCNC(=O)C(=O)Nc1ccccn1	3%	11%	-2%
COc1ccc(N2C(=O)CC(N3CCN(c4cccc(Cl)c4)CC3)C2=O)cc1 (stereo not given)	-5%	-5%	12%
CCc1ccc(-c2nc(SCC(=O)NCC3CCCO3)c(-c3ccc(C)cc3)[nH]2)cc1 (stereo not given)	-7%	nt	-2%
O=C(O)CSc1nc2c(c(C(F)(F)F)n1)CCCC2	-1%&-2%	6%&-6%	-13%&-2%
COc1ccc(-c2nnc(N(C)C(=O)C3CCCO3)s2)cc1 (stereo not given)	-3%	7%	-11%
CCn1cc(/C=C(\NC(=O)c2ccccc2Cl)C(=O)N2CCN(C)CC2)c2ccccc21	3.2µM*	3%	0%
COc1ccc(NC(=O)c2cnc(N3CCOCC3)c3ccccc23)cc1OC	-2%	nt	-15%

Complete entries, quoted from the list. Values in the order: KAT2A inh | N370S GC | FEN1 inh
`CCOc1ncccc1C(=O)Nc1cccc(S(=O)(=O)NC2=NCCC2)c1` as listed: -5% | nt | 16%
`CCc1ccc(-c2nc(SCC(=O)NCC3CCCO3)c(-c3ccc(C)cc3)[nH]2)cc1` (stereo not given) as listed: -7% | nt | -2%

(listing goes on)
SMILES	KAT2A inh	N370S GC	FEN1 inh
Cc1cccc(S(=O)(=O)c2cn(C)c3cc(N4CCC(C)CC4)c(F)cc3c2=O)c1	-2%	nt	6%
CS(=O)(=O)N(CC(=O)N1CCOCC1)c1ccc2c(c1)OCO2	1%	8%	11%
Nc1ccc(S(=O)(=O)N2CCCC2C(=O)O)cc1 (stereo not given)	-14%	8%	18%
CCOC(=O)/C(C#N)=C1/C=C(C)NC(c2ccccc2O)=N1	-17%	-1%	-21%
Cc1ccc(Cn2ncc3c(N4CCN(c5ccc(C)cc5)CC4)ncnc32)cc1	-8%	-1%	-1%
CC(C)(C)NC(=O)CSc1nnc(-c2ccccn2)n1-c1ccccc1	-5%	-6%	14%
COc1cccc(CN(C)CC(=O)NC(=O)NCc2ccccc2)c1	-4%	3%	-3%
Cc1c(C(=O)NC(C)c2ccccc2)sc2nc3n(c(=O)c12)CCCC3 (stereo not given)	-10%	nt	21%
COc1ccc(CNC(=O)C(c2ccccc2F)N(C(=O)c2csnn2)C2CC2)cc1 (stereo not given)	-7%	-13%	0%
O=C(O)c1cc(NC(=O)c2cccc(C(=O)Nc3cc(C(=O)O)cc(C(=O)O)c3)c2)cc(C(=O)O)c1	-21%	-6%	-23%
Fc1cccc(Cl)c1-c1nnc2ccc(C(F)(F)F)cn12	16%	-4%	16%
Cc1ccc(-c2nc3ccccc3c(=O)o2)cc1	-1%	4%	23%

KAT2A inh: hit marks shown above.
SMILES	KAT2A inh	N370S GC	FEN1 inh
CCn1cc(/C=C(\NC(=O)c2ccccc2Cl)C(=O)N2CCN(C)CC2)c2ccccc21	3.2µM*	3%	0%

Next entries:
SMILES	KAT2A inh	N370S GC	FEN1 inh
Fc1ccc(-c2ccc(CNCc3ccccn3)o2)cc1Cl	-3%	-10%	-14%
Cc1cc(N/N=C/c2ccccc2)nc(NCc2ccccc2)n1	-12%	-27%	-5%
Cc1ccc(NC(=O)Cc2nc(CCl)cs2)cc1	2%	-2%	-1%
CC(NC(=O)CN1CCN(Cc2cccc(F)c2)CC1)c1ccccc1 (stereo not given)	-6%	-2%	8%
CCCC(=O)NC(c1ccc(N(C)C)cc1)c1ccc2cccnc2c1O (stereo not given)	-9%	-24%	-7%
Cc1sc2ncn(CC(=O)NCCCC(=O)N(C)Cc3ccccc3)c(=O)c2c1C	-7%	4%	7%
COc1cc(SC)ccc1C(=O)N(C)Cc1ccccc1	-4%	9%	-4%
O=C(Cn1cnc(S(=O)(=O)N2CCCCC2)c1)NCc1ccco1	-16%	2%	1%
CNC(=O)c1[nH]cnc1C(=O)Nc1cccc(OC)c1	-12%	1%	-10%
Cc1ccc(-c2ccc(/C=N/NC(=O)CN3CCCC3)o2)cc1Cl	-9%	-10%	3%
CC(C)CNC(=O)c1cccc2c1-c1ccccc1C2=O	-2%	-8%	11%
CCOC(=O)C1CCCN(C2CC(=O)N(c3ccccc3)C2=O)C1 (stereo not given)	2%	-3%	-11%

A second format for two compounds above.
| SMILES | KAT2A inh | N370S GC | FEN1 inh |
| --- | --- | --- | --- |
| Cc1c(C(=O)NC(C)c2ccccc2)sc2nc3n(c(=O)c12)CCCC3 (stereo not given) | -10% | nt | 21% |
| COc1ccc(CNC(=O)C(c2ccccc2F)N(C(=O)c2csnn2)C2CC2)cc1 (stereo not given) | -7% | -13% | 0% |

Next structures.
SMILES	KAT2A inh	N370S GC	FEN1 inh
ONCc1ccccc1	-2%	-26%	nt
Cc1ccc(C(=O)Nc2ccon2)cc1S(=O)(=O)N1CCCC1	-1%	31%	-3%
COc1ccc(Cl)cc1NC(=S)Nc1ccc(Cl)cn1	-3%	-38%	2%
COc1ccccc1N1CCN(CC(=O)N2N=CCC2c2ccccc2)CC1 (stereo not given)	-5%	3%	-9%
c1cc(Nc2ncnc3sccc23)cc(-c2nnc3n2CCCCC3)c1	-3%	-7%	-14%
COc1ccc(CCC(C)N2CCC(CO)(Cc3ccccc3)CC2)cc1 (stereo not given)	-11%	-7%	9%
CCOc1ccc(CCNC(=O)Cn2nnc(-c3ccc(OC)c(OC)c3)n2)cc1OCC	-4%	nt	-2%
Cc1cc(C)n2nc(SCN3C(=O)c4ccccc4C3=O)nc2n1	8%	11%	-18%
O=C(CSc1ncnc2[nH]ncc12)Nc1nc(-c2ccc(F)c(F)c2)cs1	-4%	-1%	4%
CC1=C(C(=O)Nc2ccc(C)cc2C)C(c2cccs2)n2nc(SCc3cccc(C)c3)nc2N1 (stereo not given)	-3%	nt	20%
CC(=O)c1cc(-c2ccc(F)cc2)n(CCC(=O)NCc2ccc(C)cc2)c1C	2%	nt	-7%
C/C(Cc1ccccc1)=N/NC(=O)CNC(=O)C(c1ccccc1)c1ccccc1	-15%	-9%	-1%
O=C(c1ccc(Cl)cc1)c1oc2ccccc2c1CS(=O)(=O)c1ccccc1	-5%	24%	11%
Cc1ccc(N2CC(C(=O)OCc3nc(N)nc(Nc4ccccc4C)n3)CC2=O)cc1 (stereo not given)	-3%	-4%	-4%
CN(C)c1oc(-c2ccccc2Cl)nc1S(=O)(=O)c1ccccc1	-10%	?	4%
COc1ccc(NCc2ccc3c(c2)OCO3)cc1Cl	?	-9%	-18%
CCOC(=O)CSc1nc2cc(C)ccc2cc1C#N	?	-23%	-18%
CC(=O)c1cccc(NC(=O)COC(=O)C2=COCCO2)c1	0%	3%	-2%
O=C(NCCOCCO)C(=O)Nc1c2c(nn1-c1ccc(F)cc1)CSC2	-10%	nt	-1%
O=c1[nH]sc2ccccc12	8.9µM*	6%	?
O=C(NCCCc1ccc(F)cc1)C1CCC(=O)N(CCCN2CCCC2=O)C1 (stereo not given)	-1%	-15%	-1%
CCOc1ccccc1N1CC(O)=C(c2nc3ccccc3s2)C1=N	-3%	?	5%
CCCCNC(=O)c1ccc2c(c1)N(C)C(=O)c1ccccc1S2	-17%	-4%	-12%
Cc1ccc(C)c(OCCC(=O)OCC(=O)NCc2ccccc2)c1	0%	2%	0%
CCc1ccc(S(=O)(=O)Nc2cc3c(C(=O)OCc4ccccc4)c(C)oc3c3ccccc23)cc1	-6%	nt	8%
CC(=O)Nc1ccc(S(=O)(=O)n2cnc3ccccc32)cc1	3%	-15%	-5%
CCc1ccc(CNC(=O)Cn2c(-c3cccs3)cc3cc(F)ccc32)cc1	-4%	nt	6%
CC(=O)Nc1ccc(N/C=C/C(=O)c2ccc(Cl)cc2)cc1	-8%	1%	1%
COc1cc(/C=C/C(=O)OCC(=O)NCCc2ccccc2)cc(OC)c1OC	-14%	-15%	14%
Cc1nn(CCC(=O)O)c2nc(-c3cccnc3)cc(C(F)(F)F)c12	-10%	-18%	4%
CCOC(=O)c1ccc(S(=O)(=O)NCC(c2ccc(N(C)C)cc2)c2c[nH]c3ccccc23)cc1 (stereo not given)	-13%	3%	-1%
COc1ccc(O)c(CN2CCN(CCc3ccccc3)C(CCO)C2)c1 (stereo not given)	-1%	-20%	-1%
CCCOc1ccccc1/C=C(\C#N)C(=O)Nc1cccc(C)n1	-3%	-20%	-13%
COc1ccc(C(=O)N=C2SC3CS(=O)(=O)CC3N2Cc2ccc(F)cc2)cc1 (stereo not given)	14%	-2%	-16%
O=C(O)c1cccc(S(=O)(=O)Nc2cccc(S(=O)(=O)N3CCCC3)c2)c1	-6%	nt	-1%
COC(=O)c1sccc1NC(=S)N1CCN(C)CC1	1%	-2%	-9%

Reformatted field by field: part of the list above
> CCc1ccc(CNC(=O)Cn2c(-c3cccs3)cc3cc(F)ccc32)cc1
  KAT2A inh: -4%	N370S GC: nt	FEN1 inh: 6%
> CC(=O)Nc1ccc(S(=O)(=O)n2cnc3ccccc32)cc1
  KAT2A inh: 3%	N370S GC: -15%	FEN1 inh: -5%
> CCc1ccc(S(=O)(=O)Nc2cc3c(C(=O)OCc4ccccc4)c(C)oc3c3ccccc23)cc1
  KAT2A inh: -6%	N370S GC: nt	FEN1 inh: 8%
> Cc1nn(CCC(=O)O)c2nc(-c3cccnc3)cc(C(F)(F)F)c12
  KAT2A inh: -10%	N370S GC: -18%	FEN1 inh: 4%

Continuation:
SMILES	KAT2A inh	N370S GC	FEN1 inh
Clc1ccc(OCc2nnc3n2CCCCC3)c(Cl)c1	-18%	-13%	-8%
CCOc1ccc(NC(=S)Nc2cccnc2)cc1	-3%	3%	1%
NC(=O)c1ccc(NC(=O)COc2ccc(-n3cnnn3)cc2)cc1	-3%	nt	-14%
O=C(CNC(=S)N(Cc1ccccc1)Cc1cccnc1)NCCN1CCOCC1	-1%	5%	0%
COC(=O)c1ccc(C)c(N(CCO)CCO)c1	1%	-3%	7%
COc1ccc(S(=O)(=O)NNC(=O)c2csc(-n3nc(C)cc3C(F)(F)F)n2)cc1OC	-9%	4%	0%
CCCCCCNC(=O)C(=O)NCCc1ccc(Cl)cc1	-8%	1%	15%
Cc1cccc(C)c1-n1nnnc1SCC(=O)N1CCNC1=O	4%	1%	7%
CCn1c(SCC(=O)Nc2sc3c(c2C#N)CCCC3)nnc1-c1ccncc1	0%	3%	-5%
CN1C(=O)/C(=N/OC(=O)c2ccccc2)c2ccccc21	-8%	-7%	6%
Cc1cc(C)c(C)c(OCC(=O)N2CCN(c3ccccn3)CC2)c1	0%	-6%	-6%
CCOC(=O)N1CCC(NC(=O)CN(c2ccc(C(C)C)cc2)S(=O)(=O)c2c(C)nn(C)c2C)CC1	-2%	-4%	18%
Cc1ccc(C)c(S(=O)(=O)NCc2ccc(C(=O)N3CCN(C)CC3)cc2)c1	2%	22%	6%
O=C(Nc1cccnc1)c1ccc(COCC(F)(F)F)cc1	-25%	-10%	0%
N#CC1(NC(=O)COC(=O)CSc2ccc(F)cc2)CCCCC1	0%	-4%	4%
C/C(=N\Nc1nc(C)cc(-c2ccccc2)n1)c1ccccc1	-12%	-18%	3%
COc1ccc(S(=O)(=O)Nc2ccc(O)c3ccccc23)cc1	-13%	1%	?
Cc1cc(C)cc(NC(=O)/C(C#N)=C/c2cn(CC(=O)NCc3ccco3)c3ccccc23)c1	2%	3%	8%
CCN(CC(=O)NCc1ccc(F)cc1)c1ccc(S(C)(=O)=O)cc1[N+](=O)[O-]	-4%	1%	0%
O=C(CSc1cccs1)Nc1ccc2ccccc2c1	32%[activator]	11%	-4%
Cc1cc2oc(C(=O)Nc3cccc(-c4nc5ccccc5o4)c3)c(C)c2cc1C	0%	nt	-1%
